NR3A LBD binder: binders of NR3A ligand-binding domain, primary screen, biophysical, differential scanning fluorimetry, uHTS. Glutamate receptor ionotropic, NMDA 3A (GRIN3A) ligand-binding domain. NR3A LBD differential scanning fluorimetry, Tm shift; 0% = protein alone, 100% = glycine-bound protein. Tm shift relative to glycine control, % at 25 µM. 340,000 compounds, 2.5% hits. AID 1259313, 2017;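 active = melting temperature shift of at least 10% of the positive control shift, at one fixed dose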
SENP7 block: SENP7 protease inhibitors, primary screen, biochemical, luminescence, uHTS. AID 434973, 2010. Sentrin-specific protease 7 (Homo sapiens), Q9BQF6. 330,000 compounds, 1.5% hits. recombinant SENP7, Z-RLRGG-aminoluciferin luminescence, 40 min. inhibition, % at 5 µM;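 active = inhibition above about 50% at the single test dose, limit read from the data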;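 also: plate controls were DMSO with enzyme for no effect and no enzyme buffer wells for full effect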
Target sequence (Q9BQF6 706-1050 limits assumed): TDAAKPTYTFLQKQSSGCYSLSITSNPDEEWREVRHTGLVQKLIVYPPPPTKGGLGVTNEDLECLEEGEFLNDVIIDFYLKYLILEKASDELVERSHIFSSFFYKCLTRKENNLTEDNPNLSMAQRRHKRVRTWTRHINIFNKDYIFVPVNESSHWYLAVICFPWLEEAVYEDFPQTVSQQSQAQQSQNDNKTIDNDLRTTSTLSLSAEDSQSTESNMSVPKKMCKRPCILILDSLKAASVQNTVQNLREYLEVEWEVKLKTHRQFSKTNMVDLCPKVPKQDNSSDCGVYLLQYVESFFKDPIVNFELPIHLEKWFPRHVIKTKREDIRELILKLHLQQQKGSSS
SENP6 inh: SENP6 protease inhibitors, primary screen, biochemical, luminescence, uHTS. AID 2599, 2010. Recombinant SENP6 catalytic domain, aminoluciferin luminescence. inhibition, % at 10 µM. Sentrin-specific protease 6 (Homo sapiens), Q9GZR1. 330,000 compounds, 1.8% hits;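 active = inhibition above about 50% at the single tested dose, limit read from the data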;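 also: plate controls were DMSO wells with enzyme for no effect and DMSO wells lacking enzyme for full effect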
Target sequence (Q9GZR1 628-1112 limits assumed): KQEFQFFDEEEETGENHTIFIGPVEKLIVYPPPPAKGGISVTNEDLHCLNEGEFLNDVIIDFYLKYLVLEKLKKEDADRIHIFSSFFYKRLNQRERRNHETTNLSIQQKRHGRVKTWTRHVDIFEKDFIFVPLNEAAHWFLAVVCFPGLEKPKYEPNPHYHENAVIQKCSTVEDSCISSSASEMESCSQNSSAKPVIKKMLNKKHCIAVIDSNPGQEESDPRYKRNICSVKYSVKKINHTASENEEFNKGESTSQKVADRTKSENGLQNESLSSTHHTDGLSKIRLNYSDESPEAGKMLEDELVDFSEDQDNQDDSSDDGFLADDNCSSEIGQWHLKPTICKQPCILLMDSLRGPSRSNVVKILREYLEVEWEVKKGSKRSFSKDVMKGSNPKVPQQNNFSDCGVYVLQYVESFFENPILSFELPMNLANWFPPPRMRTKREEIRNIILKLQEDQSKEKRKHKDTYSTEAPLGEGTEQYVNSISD
HKDC1 inh: HKDC1 hexokinase inhibitors, primary screen, biochemical, fluorescence, uHTS; Q2TB90; recombinant HKDC1, G6PDH/diaphorase resazurin coupled fluorescence; inhibition, % at 20 µM; 340,000 compounds, 0.16% hits; AID 493160, 2011;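 active = inhibition above about 35% when tested at 20 µM, limit read from the data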;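 also: plate controls were DMSO wells with enzyme for no effect and DMSO wells lacking enzyme for full effect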
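Test system: HK5 enzyme. Quantity: 5 µg/mL HK5 final. Reagent: glucose and ATP substrates. Schedule: 90 min reaction incubation at room temperature, dark. Technique: resazurin-to-resorufin fluorescence via G6PDH and diaphorase coupling, 525/613 nm. Control set: DMSO wells with and without enzyme mix.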
SENP8 inh: human SENP8 protease inhibitors, primary screen, biochemical, fluorescence, Nedd8 protein substrate, uHTS; recombinant SENP8; AID 602440, 2012; inhibition, % at 20 µM; 360,000 compounds, 0.64% hits; Sentrin-specific protease 8 (Homo sapiens), Q96LD8; in the data active = inhibition mostly above about 40%, no sharp cut-off; inactive = mostly below about 27%
Target sequence (Q96LD8 whole entry, looked up): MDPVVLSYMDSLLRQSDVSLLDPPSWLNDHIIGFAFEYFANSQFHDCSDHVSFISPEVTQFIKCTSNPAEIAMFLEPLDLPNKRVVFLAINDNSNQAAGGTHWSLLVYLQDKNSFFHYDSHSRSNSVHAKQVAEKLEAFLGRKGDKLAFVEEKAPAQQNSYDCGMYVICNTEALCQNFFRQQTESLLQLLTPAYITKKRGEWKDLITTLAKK
ATG4B inh: ATG4B protease inhibitors, primary screen, biochemical, fluorescence, uHTS; ATG4B cleavage of LC3-PLA2, NBD-HPC fluorescence, 1 h; inhibition, % at 8.33 µM; Cysteine protease ATG4B (Homo sapiens), Q9Y4P1; 340,000 compounds, 0.51% hits; in the data active = inhibition above about 40%
PfG6PD inh: PfG6PD enzyme inhibitors, primary screen, biochemical, fluorescence intensity, uHTS. inhibition, % at 20 µM. 350,000 compounds, 0.78% hits. glucose-6-phosphate dehydrogenase-6-phosphogluconolactonase (Plasmodium falciparum 3D7). PfGluPho enzyme, NADPH resazurin-diaphorase fluorescence;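 active = inhibition reaching at least a set limit at 20 µM in the primary screen, cut at about 59% in these data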;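 also: 0% = DMSO wells with substrate and 100% = DMSO wells lacking glucose-6-phosphate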
MPTP inh: mitochondrial permeability transition pore inhibitors, primary screen, biochemical, isolated mouse mitochondria, absorbance. AID 602449, 2012. Ca2+ swelling absorbance, 30 min. 360,000 compounds, 1.4% hits. inhibition, % at 10 µM;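 active = inhibition of 50% or more, scaled per plate between neutral and stimulator controls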;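 also: 0% = DMSO wells given calcium and 100% = 1 mM EGTA wells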
* = called active by the depositor.

How did CN(C(=O)COC(=O)c1cc(S(=O)(=O)N2CCOCC2)c(Cl)cc1Cl)C1CCS(=O)(=O)C1 (centres undefined) do in these assays?
NR3A LBD binder: -3; SENP7 block: -1; SENP6 inh: -11; HKDC1 inh: -10; SENP8 inh: 11; ATG4B inh: 3; PfG6PD inh: -8; MPTP inh: -0.6

Results for Cn1c(-c2ccsc2)c(-c2cccs2)c2cc(Br)ccc21 ?
NR3A LBD binder: 0; SENP7 block: -4; SENP6 inh: -14; HKDC1 inh: 4; SENP8 inh: -469; ATG4B inh: 0; PfG6PD inh: -11; MPTP inh: 1.2

How did COC(=O)C1CCCCN1C(=O)c1cccc(OC2CCN(C(=O)C3CC3)CC2)c1 (centres undefined) do in these assays?
NR3A LBD binder: -2; SENP7 block: 2; SENP6 inh: -2; HKDC1 inh: -5; SENP8 inh: 2; ATG4B inh: -1; PfG6PD inh: -15; MPTP inh: -1.1

How did CC(=O)N1c2ccc(S(=O)(=O)NCCC(=O)Nc3ccc(C)c(Cl)c3)cc2CC1C (centres undefined) do in these assays?
NR3A LBD binder: -6; SENP7 block: -3; SENP6 inh: -9; HKDC1 inh: -2; SENP8 inh: 11; ATG4B inh: -1; PfG6PD inh: 2; MPTP inh: 0.5

How did CCOC(=O)c1cc(-c2cccs2)[nH]n1 do in these assays?
NR3A LBD binder: 1; SENP7 block: 7; SENP6 inh: -19; HKDC1 inh: 0; SENP8 inh: 11; ATG4B inh: 1; PfG6PD inh: -11; MPTP inh: 1.6

What do the screens show for `O=C(Nc1ccccc1O)c1ccccc1O`?
NR3A LBD binder: 15*; SENP7 block: 15; SENP6 inh: 11; HKDC1 inh: 0; SENP8 inh: 6; ATG4B inh: -1; PfG6PD inh: -19; MPTP inh: 29

Results for COc1ccc(CC(=O)NCCS(=O)(=O)N2CCN(c3ccccc3)CC2)cc1 ?
NR3A LBD binder: 1; SENP7 block: 6; SENP6 inh: 9; HKDC1 inh: 0; SENP8 inh: -22; ATG4B inh: -2; PfG6PD inh: -8; MPTP inh: -1.8

Results for CC(C)CC(NC(=O)CNC(=O)C1O[C@@H]2OC(C)(C)O[C@@H]2[C@H]2OC(C)(C)O[C@@H]12)C(=O)O (some centres undefined) ?
NR3A LBD binder: -2; SENP7 block: 18; SENP6 inh: -2; HKDC1 inh: -10; SENP8 inh: 4; ATG4B inh: -3; PfG6PD inh: 5; MPTP inh: 0.5

How did Cc1ccnc(N2C(=O)c3ccc([N+](=O)[O-])cc3C2=O)c1 do in these assays?
SENP7 block: 0; SENP6 inh: -10; SENP8 inh: 26; MPTP inh: 0.6

What do the screens show for `Cc1ccc(S(=O)(=O)c2nc(S(C)(=O)=O)sc2N2CCC(C(N)=O)CC2)cc1`?
NR3A LBD binder: -2; SENP7 block: 3; SENP6 inh: 0; HKDC1 inh: -2; SENP8 inh: 18; ATG4B inh: -3; PfG6PD inh: 6; MPTP inh: 0.7

Results for CCCCC(=O)Nc1ccccc1C(=O)N1CCOCC1 ?
NR3A LBD binder: 1; SENP7 block: 2; SENP6 inh: 5; HKDC1 inh: 0; SENP8 inh: -6; ATG4B inh: -10; PfG6PD inh: -14; MPTP inh: 0.1

What do the screens show for `CN(CC(=O)Nc1ccc(F)cc1)C(=O)COC(=O)COc1ccc(C#N)cc1`?
NR3A LBD binder: 0; SENP7 block: -8; SENP6 inh: 5; HKDC1 inh: -4; SENP8 inh: 16; ATG4B inh: -14; PfG6PD inh: -2; MPTP inh: -1.1

What do the screens show for `Cn1cncc1C#Cc1ccc2cc(C(C)(C)O)oc(=O)c2c1`?
NR3A LBD binder: -1; SENP7 block: -1; SENP6 inh: -21; HKDC1 inh: 2; SENP8 inh: -471; ATG4B inh: 9; PfG6PD inh: -10; MPTP inh: -1.3

What do the screens show for `COc1cccc(OCC(=O)NC2CCCCCC2)c1`?
NR3A LBD binder: 1; SENP7 block: 5; SENP6 inh: 11; HKDC1 inh: -2; SENP8 inh: 6; ATG4B inh: 11; PfG6PD inh: 2; MPTP inh: 0.6

What do the screens show for `O=C(Nc1ccccc1)Nc1ccccc1Br`?
NR3A LBD binder: -12; SENP7 block: 81*; SENP6 inh: 59*; HKDC1 inh: -2; SENP8 inh: 24; ATG4B inh: 6; PfG6PD inh: 17; MPTP inh: 5.0

Results for COc1cccc(C(=O)NCCS(=O)(=O)NCCc2ccccc2)c1 ?
NR3A LBD binder: -1; SENP7 block: 0; SENP6 inh: -3; HKDC1 inh: 0; SENP8 inh: 10; ATG4B inh: 1; PfG6PD inh: -3; MPTP inh: -1.9

Results for CCN1C(=O)C2C(c3ccccc3F)NC(Cc3ccc(O)cc3)(C(=O)OC)C2C1=O (centres undefined) ?
NR3A LBD binder: 1; SENP7 block: 1; SENP6 inh: -10; HKDC1 inh: 3; SENP8 inh: 14; ATG4B inh: -5; PfG6PD inh: 9; MPTP inh: 0.0

Results for Cc1cc(C(F)F)nn1CC(=O)NC1CCCCCC1 ?
NR3A LBD binder: 1; SENP7 block: -9; SENP6 inh: 15; HKDC1 inh: -1; SENP8 inh: 17; ATG4B inh: 0; PfG6PD inh: -5; MPTP inh: 0.6

What do the screens show for `O=C(CSc1ncccn1)N1CCCCCC1`?
NR3A LBD binder: 0; SENP7 block: 7; SENP6 inh: -15; HKDC1 inh: -4; SENP8 inh: 16; ATG4B inh: -3; PfG6PD inh: 4; MPTP inh: -0.8

What do the screens show for `Cc1n[nH]c(C)c1CCCCOc1ccccc1[N+](=O)[O-]`?
NR3A LBD binder: -1; SENP7 block: 8; SENP6 inh: -13; HKDC1 inh: -4; SENP8 inh: 0; ATG4B inh: 7; PfG6PD inh: -2; MPTP inh: 85*

Results for Cc1ccc(CN2CCN(Cc3cnc(N(C)C)s3)CC2CCO)o1 (centres undefined) ?
NR3A LBD binder: 0; SENP7 block: -3; SENP6 inh: 6; HKDC1 inh: -5; SENP8 inh: 14; ATG4B inh: -7; PfG6PD inh: 37; MPTP inh: 0.8

What do the screens show for `COc1ccccc1CNC(=O)C(C)NS(=O)(=O)c1ccccc1` (centres undefined)?
NR3A LBD binder: 0; SENP7 block: -1; SENP6 inh: -25; HKDC1 inh: -2; SENP8 inh: 16; ATG4B inh: -3; PfG6PD inh: 3; MPTP inh: -1.3

What do the screens show for `COc1ccc(C(=O)Nc2cc(C)nn2-c2ccc(F)cc2)cc1`?
NR3A LBD binder: -2; SENP7 block: 5; SENP6 inh: -8; HKDC1 inh: -3; SENP8 inh: -1; ATG4B inh: 3; PfG6PD inh: -8; MPTP inh: -0.2

How did O=C(NC1CCCCC1)N1CCN(c2nc(-c3ccccc3)cs2)CC1 do in these assays?
NR3A LBD binder: -2; SENP7 block: -9; SENP6 inh: -15; HKDC1 inh: -7; SENP8 inh: 19; ATG4B inh: 5; PfG6PD inh: 12; MPTP inh: 48

What do the screens show for `COc1ccc(/C=C/C(=O)OCC(=O)Nc2ccc(Cl)cn2)cc1`?
NR3A LBD binder: 6; SENP7 block: 0; SENP6 inh: -11; HKDC1 inh: -11; SENP8 inh: -7; ATG4B inh: -3; PfG6PD inh: -7; MPTP inh: -0.6

Results for Cc1ccsc1C1CC(=O)Nc2ccccc2S1 (centres undefined) ?
NR3A LBD binder: -2; SENP7 block: -2; SENP6 inh: -10; HKDC1 inh: -3; SENP8 inh: 1; ATG4B inh: 1; PfG6PD inh: 37; MPTP inh: 1.7

What do the screens show for `O=C1[C@@H]2Cc3c([nH]c4ccccc34)C(c3cccc([N+](=O)[O-])c3)N2C(=O)CN1CCCO` (some centres undefined)?
NR3A LBD binder: 4; SENP7 block: -3; SENP6 inh: 1; HKDC1 inh: -6; SENP8 inh: 12; ATG4B inh: -9; PfG6PD inh: 11; MPTP inh: 1.9

What do the screens show for `CCCS(=O)(=O)N1CCC(C(=O)N2CCN(Cc3ccccc3)CC2)CC1`?
NR3A LBD binder: 1; SENP7 block: 4; SENP6 inh: -12; HKDC1 inh: -6; SENP8 inh: 9; ATG4B inh: -16; PfG6PD inh: -19; MPTP inh: -0.5

What do the screens show for `CCc1ccc(S(=O)(=O)/N=C2/C=C(Sc3ncn[nH]3)C(=O)c3ccccc32)cc1`?
NR3A LBD binder: -12; HKDC1 inh: 71*; SENP8 inh: -65; ATG4B inh: 15; PfG6PD inh: 107*; MPTP inh: 7.8

Results for Cc1ccccc1N1C(=O)CC(Sc2nnc(-c3ccccc3)o2)C1=O (centres undefined) ?
NR3A LBD binder: 0; SENP7 block: -3; SENP6 inh: 18; HKDC1 inh: -4; SENP8 inh: 9; ATG4B inh: -5; PfG6PD inh: 46; MPTP inh: 12

Results for CCOc1ccc(C(=O)NCC(=O)NC(C)c2ccc(-n3ccnc3)cc2)cc1OCC (centres undefined) ?
NR3A LBD binder: -2; SENP7 block: 2; SENP6 inh: 1; HKDC1 inh: -4; SENP8 inh: 5; ATG4B inh: 1; PfG6PD inh: -2; MPTP inh: -0.7

Results for O=C(Nc1cccc(Cl)c1)C1CCCN(c2cnccn2)C1 (centres undefined) ?
NR3A LBD binder: 2; SENP7 block: -6; SENP6 inh: 4; HKDC1 inh: 1; SENP8 inh: -367; ATG4B inh: -6; PfG6PD inh: 41; MPTP inh: 0.0

In the list so far, 6 have four or more nitrogen atoms:
Results for Cc1ccc(CN2CCN(Cc3cnc(N(C)C)s3)CC2CCO)o1 (centres undefined) ?
NR3A LBD binder: 0; SENP7 block: -3; SENP6 inh: 6; HKDC1 inh: -5; SENP8 inh: 14; ATG4B inh: -7; PfG6PD inh: 37; MPTP inh: 0.8

How did O=C(NC1CCCCC1)N1CCN(c2nc(-c3ccccc3)cs2)CC1 do in these assays?
NR3A LBD binder: -2; SENP7 block: -9; SENP6 inh: -15; HKDC1 inh: -7; SENP8 inh: 19; ATG4B inh: 5; PfG6PD inh: 12; MPTP inh: 48

What do the screens show for `O=C1[C@@H]2Cc3c([nH]c4ccccc34)C(c3cccc([N+](=O)[O-])c3)N2C(=O)CN1CCCO` (some centres undefined)?
NR3A LBD binder: 4; SENP7 block: -3; SENP6 inh: 1; HKDC1 inh: -6; SENP8 inh: 12; ATG4B inh: -9; PfG6PD inh: 11; MPTP inh: 1.9

What do the screens show for `CCc1ccc(S(=O)(=O)/N=C2/C=C(Sc3ncn[nH]3)C(=O)c3ccccc32)cc1`?
NR3A LBD binder: -12; HKDC1 inh: 71*; SENP8 inh: -65; ATG4B inh: 15; PfG6PD inh: 107*; MPTP inh: 7.8

Results for CCOc1ccc(C(=O)NCC(=O)NC(C)c2ccc(-n3ccnc3)cc2)cc1OCC (centres undefined) ?
NR3A LBD binder: -2; SENP7 block: 2; SENP6 inh: 1; HKDC1 inh: -4; SENP8 inh: 5; ATG4B inh: 1; PfG6PD inh: -2; MPTP inh: -0.7

Results for O=C(Nc1cccc(Cl)c1)C1CCCN(c2cnccn2)C1 (centres undefined) ?
NR3A LBD binder: 2; SENP7 block: -6; SENP6 inh: 4; HKDC1 inh: 1; SENP8 inh: -367; ATG4B inh: -6; PfG6PD inh: 41; MPTP inh: 0.0

Screens: PubChem BioAssay, Sanford-Burnham Center for Chemical Genomics
